IL2 activator: IL-2 activation; activation, % (series mostly up to about 46 µM); AID 652025; 360,000 compounds, 0.065% hits; IL-2 activation reporter assay, cell-based qHTS; stimulated with anti-CD3/CD4/CD28 beads; in transgenic mouse T cells; in the data active = activation above about 50%; inconclusive = mostly about 30% to 49%; also: 0% is about no effect
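Using fluorescent plate cytometry, EGFP and DsRed are detected in transgenic mouse T cells stimulated 18 h at 37 degrees C with antibody-coated beads after 60 min compound pretreatment.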
WRN inhibitor: inhibitors of human WRN helicase. Q14191. Potency, µM (doses to about 114 µM), without a hit: top-dose activity change, negative = inhibition, hits mostly inhibitors. AID 651768. WRN helicase unwinding, fluorescent forked duplex, kinetic. 360,000 compounds, 0.46% hits; also: potency is read from the fitted curve at half-maximal effect; % is scaled to controls: 0 for no effect and ±100 for the full control effect; nearly all actives have a fitted effect of over 55% in size
Target sequence (Q14191 whole entry, looked up): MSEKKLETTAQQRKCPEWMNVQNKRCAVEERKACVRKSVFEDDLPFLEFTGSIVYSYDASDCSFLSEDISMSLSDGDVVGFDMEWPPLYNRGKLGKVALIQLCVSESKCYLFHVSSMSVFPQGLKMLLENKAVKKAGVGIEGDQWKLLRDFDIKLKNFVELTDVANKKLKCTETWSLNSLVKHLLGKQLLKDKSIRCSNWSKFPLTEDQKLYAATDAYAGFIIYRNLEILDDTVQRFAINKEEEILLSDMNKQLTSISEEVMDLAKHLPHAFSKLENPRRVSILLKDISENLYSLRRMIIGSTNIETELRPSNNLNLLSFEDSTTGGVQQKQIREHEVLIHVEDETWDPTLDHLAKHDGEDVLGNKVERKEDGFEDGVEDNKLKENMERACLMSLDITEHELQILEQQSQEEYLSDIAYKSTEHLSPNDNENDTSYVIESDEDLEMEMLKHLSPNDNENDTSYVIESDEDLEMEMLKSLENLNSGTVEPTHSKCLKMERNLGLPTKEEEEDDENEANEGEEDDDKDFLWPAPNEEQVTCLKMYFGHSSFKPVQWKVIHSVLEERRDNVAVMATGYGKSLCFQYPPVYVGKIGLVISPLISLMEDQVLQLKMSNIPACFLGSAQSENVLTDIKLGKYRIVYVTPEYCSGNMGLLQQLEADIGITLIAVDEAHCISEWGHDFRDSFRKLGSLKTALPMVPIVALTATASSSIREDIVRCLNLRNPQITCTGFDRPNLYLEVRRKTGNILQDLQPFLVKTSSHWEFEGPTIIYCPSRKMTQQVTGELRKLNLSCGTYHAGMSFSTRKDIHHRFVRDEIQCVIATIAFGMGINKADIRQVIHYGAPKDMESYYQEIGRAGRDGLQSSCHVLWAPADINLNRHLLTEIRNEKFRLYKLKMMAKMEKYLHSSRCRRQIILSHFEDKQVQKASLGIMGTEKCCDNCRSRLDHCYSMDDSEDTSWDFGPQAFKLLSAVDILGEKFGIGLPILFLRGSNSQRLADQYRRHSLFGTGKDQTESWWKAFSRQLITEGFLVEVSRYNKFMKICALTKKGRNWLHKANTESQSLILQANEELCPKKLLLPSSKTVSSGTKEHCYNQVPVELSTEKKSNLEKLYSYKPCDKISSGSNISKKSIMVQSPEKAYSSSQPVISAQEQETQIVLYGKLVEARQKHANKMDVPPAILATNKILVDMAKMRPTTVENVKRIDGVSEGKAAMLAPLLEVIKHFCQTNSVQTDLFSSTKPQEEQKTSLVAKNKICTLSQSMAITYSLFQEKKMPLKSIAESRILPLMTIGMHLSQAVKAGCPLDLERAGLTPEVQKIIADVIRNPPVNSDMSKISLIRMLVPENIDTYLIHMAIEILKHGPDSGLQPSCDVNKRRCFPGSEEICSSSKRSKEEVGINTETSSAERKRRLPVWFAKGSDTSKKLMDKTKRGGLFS
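Screening of the MLSMR collection measured strand separation of a quenched forked DNA duplex (100 nM) by 20 nM WRN with 2 mM ATP, all final. Compounds were preincubated with enzyme 15 min at room temperature.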
Abeta yeast res: A-beta toxicity reversal in yeast; yeast expressing A-beta42, growth rescue, OD600, 48 h; response scale: 0% DMSO, 100% iron-clioquinol control; Potency, µM (series often up to 46.1 µM), inactives show at the top dose growth rescue, usual class: activators; 410,000 compounds, 0.063% hits; AID 1347071; also: potency is read from the fitted curve at half-maximal effect; nearly all actives have a fitted effect of over 55% in size
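Yeast growth medium received pinned compounds, then yeast cells expressing toxic A-beta were added; plates incubated at 30 C for 48 hr. Growth read as absorbance at 600 nm, normalized to DMSO and equimolar FeCl3 plus clioquinol controls.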
EPAC1 antagonist: EPAC1 (human) antagonism. O95398. EPAC1 GEF assay, Rap1b-BODIPY-GDP exchange fluorescence. Potency, µM (doses to about 115 µM), without a hit: at the top dose activity change, negative = inhibition, most hits filed as inhibitors. 360,000 compounds, 0.14% hits. AID 720709;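 also: potency is read from the fitted curve at half-maximal effect; plate controls were vehicle for no effect and positive control for full effect; nearly all actives have a fitted effect of over 50% in size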
PLK1 PBD inh: PLK1 (human) polo-box domain binding inhibition | Potency, µM, without a hit: max response, negative = inhibition, most hits filed as inhibitors | 360,000 compounds, 2.8% hits | P53350 | AID 720504 | Plk1 PBD binding of FITC phosphopeptide, fluorescence polarization; also: potency is read from the fitted curve at half-maximal effect; series mostly up to about 57 µM; % is scaled to controls: 0 for no effect and ±100 for the full control effect; nearly all actives have a fitted effect of over 65% in size
EPAC1 ag: agonists of human EPAC1. O95398. EPAC1 agonist qHTS, biochemical assay; response scale: 100% = response to 6.5 mM cAMP. Potency, µM (top dose mostly 154 µM), without a hit: at the highest dose activation, usual class: activators. 360,000 compounds, 0.073% hits; also: potency is read from the fitted curve at half-maximal effect; nearly all actives have a fitted effect of over 60% in size
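Compounds were pinned as a concentration titration into mixtures of EPAC1 (100 nM), BODIPY-GDP-loaded Rap1B (250 nM) and GDP (50 uM). After 5 min at room temperature, fluorescence was followed for 30 min; activity was scaled to 6.5 mM cAMP.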
aSyn yeast inh: inhibitors of alpha-synuclein toxicity in yeast; Potency, µM (highest dose often 46.1 µM), for inactives: at the highest dose growth rescue (activation), usual class: activators; 370,000 compounds, 0.14% hits; Yeast expressing alpha-synuclein, growth rescue, BacTiter-Glo, 24 h; also: potency is read from the fitted curve at half-maximal effect; % of control where 0% means no effect; nearly all actives have a fitted effect of over 65% in size
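Rescue of yeast growth: cells expressing toxic alpha-synuclein, induced in galactose at OD600 0.02, incubated with compound 24 h at 30 C. ATP luminescence quantified growth; inhibitors of toxicity appear as activators.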
PI5P4K alpha inh: inhibitors of human PI5P4K alpha; P48426; PI5P4Kalpha enzyme, ADP-Glo luminescence, 60 min; stronger effect = lower value; max response, %; 330,000 compounds, 1.2% hits; AID 652105; active = max response of -50% or lower; inconclusive = between -30% and -50%; inactive = -30% or higher; also: value at the top dose of about 77 µM; % is scaled to controls: 0 for no effect and ±100 for the full control effect
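PI5P4Kalpha ADP-Glo assay; 5 microM ATP final; 60 min RT reaction; HEPES pH 7.4/EGTA/CHAPS, 5% DMSO; controls lacking substrate or enzyme; luminescent end-point.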
FUS yeast rescue: suppressors of FUS proteinopathy in yeast; S. cerevisiae FUS-expressing, growth rescue, OD600, 24 h; Potency, µM (series often up to 76.6 µM), for inactives: at the highest dose growth rescue (activation), most hits filed as activators; 390,000 compounds, 0.24% hits; AID 1347120;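 also: potency is read from the fitted curve at half-maximal effect; plate controls were DMSO vehicle for no effect and reference control for full effect; nearly all actives have a fitted effect of over 55% in size; some results filed as inactive show a strong effect at the top dose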
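Toxicity suppression screen in FUS-yeast. Cells induced with 2% galactose, starting OD 0.005, treated 24hr at 30C with compounds at multiple final concentrations; growth by OD600.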
* = called active by the depositor; ? = inconclusive; . = not tested or not shown; [ ] = another dose, or the depositor's remark. Unless noted, calls follow the shape of the dose curve; as a rule, active = well fitted curve in the direction sought with a large enough effect; inconclusive = small, poorly fitted or top-dose-only effect, or another doubt; inactive = no such curve, though single readings can be large; an effect the other way counts as inactive or inconclusive.

SMILES	IL2 activator	WRN inhibitor	Abeta yeast res	EPAC1 antagonist	PLK1 PBD inh	EPAC1 ag	aSyn yeast inh	PI5P4K alpha inh	FUS yeast rescue
C/C(CC(=O)Nc1ccc(C)c(Cl)c1)=N\NC(=O)c1ccccn1	0.9	8.3%	36.5%	-14.5%	-7.8%	-0.5%	29.5%	23.5	4.9%
O=C1C(c2ccc(F)cc2)N(C2CCCCC2)C(=O)CN1C1CCCC1 (stereo not given)	-2.5	2.3%	2.7%	17.7%	-6.6%	3.7%	-8.5%	.	21.6%
CS(=O)(=O)N1CCCCC1CCN1CCCCC1 (stereo not given)	-0.6	-14.6%	20.9%	-12.1%	-5.3%	-2.9%	-5.7%	-4.2	-8.6%
Cc1ccnc(NC(=O)COc2ccc(Cl)cc2)n1	-0.4	-6.6%	0.0%	12.1%	-5.3%	-1.2%	-11.3%	-1.5	-12.5%
O=C(NCc1ccccc1)c1ccc(S(=O)(=O)C(F)F)cc1	0.8	-3.0%	10.2%	-21.1%	-6.2%	2.1%	-3.2%	0.2	8.2%
O=C(O)CC1NC(=S)N(Cc2ccccc2)C1=O (stereo not given)	0.5	3.3%	-1.2%	6.7%	-9.3%	10.0%	8.4%	3.6	-7.4%
CN(C(=O)CSc1nc(-c2ccccc2)cs1)C1CCS(=O)(=O)C1 (stereo not given)	0.2	5.6%	2.4%	20.5%	-8.7%	-5.7%	-7.8%	-0.1	11.5%
CCOC(=O)c1ccc(NC(=O)C2COc3ccccc3O2)cc1 (stereo not given)	0.2	-35.0%	28.1%	-15.0%	-10.3%	10.7%	15.1%	9.1	6.9%
COc1ccc2c(CCNC(N)=S)c[nH]c2c1	-1.4	-8.8%	-8.5%	4.2%	18.9µM*	9.6%	2.2%	-4.5	22.8%
CCc1n(CC(O)COCc2ccccc2)c2ccccc2[n+]1C (stereo not given)	-0.4	4.8%	2.3%	2.8%	1.4%	8.5%	-7.4%	3.1	-24.2%
CNc1ccncc1S(=O)(=O)NC	-2.3	8.3%	18.2%	9.6%	2.9%	-2.9%	-6.4%	3.8	-16.7%
Cc1ccc(S(=O)(=O)N2CCN(CCOc3cccc(C)c3)CC2)cc1	-0.5	-3.5%	0.8%	4.0%	-9.2%	15.5%	-6.2%	0.1	-2.8%
Cc1ccc(NC(=O)NCCc2ccc(S(N)(=O)=O)cc2)cc1	4.2	-17.5%	-13.5%[9.22 µM]	-12.3%	-4.9%	2.0%	-1.3%	3.9	-31.8%
CC(C)N1C(=O)c2ccc(C(=O)O)cc2C1=O	-0.7	-9.2%	8.8%	9.8%	2.0%	-1.4%	-1.1%	-28.0	.
Cc1cc(=O)n(CCCc2ccccc2)[nH]1	-1.4	1.6%	-10.1%	3.6%	-3.8%	-16.8%	-5.2%	7.5	11.0%
Cc1cc(C)n(CCC(=O)N2CCN(S(=O)(=O)c3ccc(C)c(C)c3)CC2)n1	1.7	-4.1%	6.3%	-7.2%	-4.3%	7.2%	2.6%	3.8	14.8%
CCCCn1c(N)c(N(CC)C(=O)c2ccco2)c(=O)[nH]c1=O	3.1	1.9%	-8.8%	-6.5%	-6.9%	4.8%	3.0%	-1.3	-3.5%
O=C(c1cccc(S(=O)(=O)N2CCCC2)c1)N1CCN(S(=O)(=O)c2cccc(Cl)c2)CC1	-0.9	-5.3%	-5.4%	-19.0%	-14.0%	8.3%	-5.9%	-4.2	39.9%
Cc1ccccc1OCc1nnc(SCC(=O)NCc2ccccc2)n1C	7.5	-4.3%	14.4%	0.1%	-6.6%	1.3%	-0.3%	-0.7	21.1%
CCN1CCN(CCCNC(=O)C2c3ccccc3C(=O)N(C)C2c2ccc(OC)cc2)CC1 (stereo not given)	-2.1	13.7%	3.3%	13.6%	-10.8%	-5.9%	2.4%	-5.7	-10.2%
CC1=C(C(=O)N2CCOCC2)CC(CC(=O)NCCN2CCOCC2)C(=O)N1Cc1ccc(C(C)(C)C)cc1 (stereo not given)	-3.3	-5.5%	-0.9%	18.1%	-6.3%	-2.9%	4.1%	-1.5	-11.4%
CC(NC(=O)c1ccc2c(c1)OCCO2)c1ccc(S(N)(=O)=O)cc1 (stereo not given)	-0.6	6.9%	1.1%	-2.8%	-28.8%	6.0%	-4.6%	6.7	7.9%
Fc1ccc(-c2csc(Nc3ccccn3)n2)c(F)c1	1.5	-3.1%	?	-20.5%	3.4%	3.0%	-1.7%	13.7	-8.9%
O=C(Nc1cccc(S(=O)(=O)N2CCOCC2)c1)C1CCCN(C(=O)c2ccc(Cl)cc2)C1 (stereo not given)	-1.9	4.3%	-2.6%	18.1%	-18.8%	6.8%	-9.0%	2.9	37.9%
CC(=O)Cc1nsc(NC(=O)c2ccc(Cl)cc2Cl)n1	-1.1	-4.4%	2.0%	-19.7%	-19.9%	-1.5%	-0.4%	-4.2	16.5%
Cc1cc(C)cc(NC2=NCC(=O)N2Cc2ccccc2)c1	-0.9	0.9%	-3.7%	0.1%	?	6.8%	-1.1%	8.6	4.7%
O=C(COc1ccccc1Cl)NNC(=O)Cn1[nH]c(=O)c2ccccc2c1=O	0.7	-2.5%	-9.7%	0.3%	-1.9%	11.3%	-8.7%	0.1	-16.8%
O=C(Nc1ccc(F)c(F)c1)C1CCCN1S(=O)(=O)c1ccc(F)cc1 (stereo not given)	-1.6	4.6%	14.1%	12.3%	0.9%	3.1%	0.3%	-0.9	5.6%
COc1ccc(-c2noc(CCCC(=O)NC3CCCC3)n2)cc1	1.3	8.8%	-4.6%	-8.0%	-2.1%	-2.8%	11.1%	-8.0	11.6%
Cc1ccc(-c2cc(C(=O)N3CCC(C)CC3)c3ccccc3n2)cc1	-0.4	-3.7%	-20.7%	-8.8%	-1.6%	-4.9%	-9.2%	0.6	?
O=C(NCCS(=O)(=O)NCc1ccccc1)c1ccccc1	0.5	-7.6%	-2.0%	-11.9%	-5.7%	7.7%	-2.7%	-16.0	22.0%
Cc1nc2ccccc2n1C1CC(=O)N(N(C)C)C1=O (stereo not given)	-2.1	3.2%	2.1%	12.4%	-4.1%	-2.0%	-3.2%	.	7.4%
CCc1nnc(NC(=O)CSc2nnc(-c3ccco3)n2C)s1	-1.9	2.9%	4.2%	1.3%	-1.7%	-6.9%	4.4%	.	1.2%
O=C(Cc1ccccc1)Nc1cc([N+](=O)[O-])ccc1N1CCOCC1	1.3	3.8%	22.7%	2.4%	3.4%	2.6%	-3.9%	-5.8	5.8%
COCCC(=O)N1CCC(Oc2ccc(C(=O)N3CCCCCCC3)cc2)CC1	-2.8	-1.8%	-2.6%	?	-19.5%	-3.4%	-2.0%	5.9	17.5%
Cn1cccc1/C=C1\CC(C(C)(C)C)C/C(=C\c2cccn2C)C1=O (stereo not given)	5.5	6.7%	-8.8%	7.3%	-11.4%	6.0%	12.7%	.	28.3%
Cc1ccc(/C=C(\C#N)C(=O)Nc2cccc3ncccc23)o1	1.2	20µM*	3.3%	?	27.3%	-3.6%	0.5%	-16.3	26.1%
COc1ccccc1NS(=O)(=O)c1ccc(C)c(C(=O)NCc2cccnc2)c1	1.4	3.8%	-8.2%	19.0%	-1.7%	-12.6%	-5.3%[1.84 µM]	0.5	10.2%
Cc1ccc(C2=NS(=O)(=O)N(C)C(C(=O)NC3CCCC3)=C2)cc1	-3.6	-1.2%	-2.7%	-8.0%	0.5%	-0.8%	0.8%	-0.2	-3.8%
Cc1cccc(N2C(=N)SCC2=O)c1C	-0.3	1.3%	13.9%	5.0%	-1.8%	6.1%	1.8%	-4.9	.
O=[N+]([O-])c1ccc(N2CCN(Cc3ccc([N+](=O)[O-])o3)CC2)cc1	-0.6	3.3%	-48.1%[inhibitor]	-0.1%	5.3%	-3.8%	11.0%	4.9	13.8%
COc1ccc(C2NC(=O)NC3=C2CCc2ccccc23)cc1 (stereo not given)	-0.6	-11.7%	13.3%	0.9%	?	7.5%	6.8%	7.1	9.7%
O=C(Nc1cccc(S(=O)(=O)NC2=NCCC2)c1)c1ccc(C(F)(F)F)cc1	0.0	-14.0%	6.6%	-1.0%	3.6%	-2.7%	-9.8%	-5.0	-5.8%
O=C(Cc1cccs1)N1CCN(S(=O)(=O)c2cc(Cl)ccc2Cl)CC1	-0.5	-4.7%	10.5%	-25.7%	0.9%	9.0%	0.3%	3.9	7.7%
COc1ccc(CCNC(=O)CSc2nc(C)cs2)cc1	-0.4	-28.6%	17.1%	-19.2%	-8.6%	-5.4%	-3.9%	-2.2	.
COc1ccc2sc(NC(=O)c3ccco3)nc2c1	-1.9	-9.1%	-42.5%[inhibitor]	8.9%	-10.8%	-1.6%	-25.1%	.	3.1%
Fc1ccc2cnc(-c3ccccc3)c(-c3cccc(C(F)(F)F)c3)c2c1	0.0	-11.1%	-17.1%	-18.6%	-24.6%	-28.0%	-2.0%	-3.5	28.7%
FC(F)(F)c1cc(C(F)(F)F)c2ccc(N3CCN(c4ccc(Cl)cc4)CC3)nc2n1	-0.1	-1.1%	6.1%	-0.1%	-1.2%	4.8%	.	0.8	0.9%
Cc1nn2c(=O)cc(COC(=O)c3ccc(NC(=O)C(C)(C)C)cc3)nc2s1	0.9	0.6%	.	-0.6%	-0.6%	-9.5%	-1.9%	-0.1	0.6%
Cc1ccc(OC(C)C(=O)Nc2ccc(Cl)cn2)c([N+](=O)[O-])n1 (stereo not given)	0.6	-14.8%	-4.5%	?	-5.1%	0.1%	-5.9%	-4.2	6.8%

Shown as a hit in PLK1 PBD inh (from the list above):
| SMILES | IL2 activator | WRN inhibitor | EPAC1 antagonist | PLK1 PBD inh | EPAC1 ag | PI5P4K alpha inh |
| --- | --- | --- | --- | --- | --- | --- |
| COc1ccc2c(CCNC(N)=S)c[nH]c2c1 | -1.4 | -8.8% | 4.2% | 18.9µM* | 9.6% | -4.5 |
